Compound activity: PubChem BioAssay, several laboratories
CHRM5 agonist: agonists of human muscarinic M5 receptor (CHRM5); P08912; AID 624037; CHO-K1 hM5 cells, Fluo-8 calcium fluorescence; 0% DMSO wells, 100% maximal acetylcholine response; hit rate 0.19% among 360,000; activation, % at 3 µM;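 active = activation above the run's mean over test compounds plus 3 SD, cut at about 23% in these data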;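 also: signal is peak over basal fluorescence ratio across the kinetic read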
Target sequence (P08912 whole entry, looked up): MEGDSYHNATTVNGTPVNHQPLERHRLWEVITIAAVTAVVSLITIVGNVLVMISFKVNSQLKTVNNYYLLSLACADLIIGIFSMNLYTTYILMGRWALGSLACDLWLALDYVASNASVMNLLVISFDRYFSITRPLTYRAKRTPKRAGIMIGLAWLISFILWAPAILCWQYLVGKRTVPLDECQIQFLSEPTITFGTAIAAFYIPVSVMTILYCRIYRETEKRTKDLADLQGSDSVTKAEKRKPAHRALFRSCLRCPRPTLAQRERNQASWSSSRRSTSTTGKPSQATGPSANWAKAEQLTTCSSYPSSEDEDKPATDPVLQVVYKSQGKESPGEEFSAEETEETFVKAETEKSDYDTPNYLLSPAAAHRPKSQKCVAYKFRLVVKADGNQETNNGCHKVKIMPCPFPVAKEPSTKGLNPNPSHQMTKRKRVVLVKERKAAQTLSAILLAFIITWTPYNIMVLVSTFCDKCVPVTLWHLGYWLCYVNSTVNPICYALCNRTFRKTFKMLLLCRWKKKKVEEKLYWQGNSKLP
M1 antag: antagonists of human M1 muscarinic receptor; CHO-K1 hM1, Fluo-8 calcium fluorescence, ACh EC80 antagonist; inhibition, % at 3 µM; hit rate 1.3% among 360,000;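 active = percent inhibition above its own plate's cutoff, namely the mean of that plate's compound wells plus 3 SD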;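 also: peak over basal fluorescence ratio during 140 s after agonist addition; 0% = ACh EC80 plus DMSO and 100% = DMSO alone without agonist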
M5 PAM: positive allosteric modulators of human muscarinic M5 receptor; hit rate 0.3% among 360,000; P08912; CHO-K1 hM5, Fluo-8 calcium, ACh EC20 PAM; 0% = ACh EC20, 100% = ACh EC100; activation, % at 3 µM;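 active = activation above the run cutoff, the mean activation of all test compounds plus 3 SD, cut at about 18% in these data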
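Assay system: CHO-K1 hM5 cells. Also added: acetylcholine at EC20 concentration, added after compound. Dosing: 3 µM, single dose. Times: compound preincubation 140 s before EC20 acetylcholine addition. Signal: Fluo-8 calcium fluorescence. Measure: % activation relative to EC20 and EC100 ACh responses. Repeats: singlicate, one well per test compound.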
CRFR2-BP ag: agonists of human CRF-binding protein/CRF-R2 receptor complex. HEK293 CRF-R2/CRF-BP, calcium dye fluorescence (FLIPR); percent of saturating CRF peptide response. activation, % at 13.2 µM. hit rate 0.46% among 350,000. AID 588473;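 active = activation of at least 50%, plus an integration ratio under a set limit after plate pattern correction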;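 also: plate controls were neutral control wells without compound for no effect and CRF at EC100 for full effect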
M1 PAM: potentiates human M1 receptor response to acetylcholine; CHO-K1 hM1, Fluo-8 calcium fluorescence, ACh EC20; 0% = ACh EC20, 100% = maximal ACh; activation, % at 3 µM; hit rate 0.088% among 360,000; AID 588819; in the data active = activation above about 19%, passing the limit was not always enough
M4 ag: agonists of human muscarinic M4 receptor (CHRM4); hit rate 0.14% among 360,000; P08173; AID 624127; activation, % at 3 µM; CHO-K1 hM4/Gqi5, Fluo-8 calcium fluorescence; vehicle 0%, full acetylcholine response 100%;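 active = activation above the run mean over all test wells plus 3 SD, cut at about 32% in these data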;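 also: peak over basal fluorescence ratio per well then scaled between controls; 0% = DMSO wells and 100% = acetylcholine at EC100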
CHRM4 PAM: CHRM4 positive allosteric modulation | hit rate 0.4% among 360,000 | CHO-K1 hM4/Gqi5, Fluo-8 calcium fluorescence, ACh EC20; 0% = ACh EC20, 100% = maximal ACh | activation, % at 3 µM | P08173;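 active = activation above its plate's cutoff, the mean activation of sample wells plus 3 SD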; also: some results filed as inactive read as strong as hits
CHRM4 antagonist: CHRM4 antagonism in calcium assay. hit rate 0.73% among 360,000. CHO-hM4 cells, ACh EC80, Fluo-8 calcium fluorescence. inhibition, % at 3 µM. P08173. AID 624125;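 active = inhibition above its plate's cutoff, the mean inhibition of sample wells plus 3 SD, cut at about 27% in these data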;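 also: 0% = acetylcholine EC80 with DMSO and 100% = DMSO without agonist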
CHRM5 antagonist: blocks acetylcholine activation of human M5 receptor. inhibition, % at 3 µM. hit rate 0.59% among 360,000. P08912. CHO-hM5 cells, Fluo-8 calcium fluorescence, ACh EC80;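 active = inhibition above a per-plate cutoff, the mean of that plate's test compounds plus 3 SD, cut at about 27% in these data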;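 also: 0% = acetylcholine EC80 with DMSO and 100% = DMSO without agonist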
Numbers without * were called inactive; . = no result given.

entry	smiles	CHRM5 agonist	M1 antag	M5 PAM	CRFR2-BP ag	M1 PAM
1	O=C(CC1SC2=NCCN2C1=O)Nc1ccc(Br)cc1 (stereo not given)	-1	-4	0	0.1	0
2	CC(=O)Nc1ccc(-c2ccnc3c2CC(C)(C(=O)NCc2ccc(N(C)C)cc2)O3)cc1 (stereo not given)	0	-4	0	.	7
3	Cc1ccc2nc(-c3ccc(NS(=O)(=O)c4c(C)n(C)c(=O)n(C)c4=O)cc3)sc2c1	0	20	-6	1.1	10
4	Cc1ccc(CCNc2ccccc2)c[n+]1[O-]	0	-1	4	2.9	-3
5	COc1ccc(C(=O)NCc2ccc(C(=O)O)o2)cc1	1	-4	1	-1.3	3
6	CCOc1nc(Nc2ccc(OC)cc2)nc(N2CCOCC2)n1	3	-12	1	-0.7	3
7	COC(=O)[C@@]1(C(C)C)N=C(c2cc(OC)c(OC)c(OC)c2)[C@]2(O1)C(=O)N(C)c1ccc(Br)cc12	1	.	-4	.	.
8	Cc1cccc2sc(N3CCN(C(=O)c4cccs4)CC3)nc12	1	12	-16	-2.7	-7
9	COc1ccccc1NC(=O)CSc1nnc(-c2ccco2)n1N	-2	-18	3	2.4	12
10	Cc1ccc2[nH]c3c(=O)n(CCCN4CCOCC4)cnc3c2c1	-1	-10	3	0.4	4
11	CCOC(=O)C1(C)CCCN(C(=O)c2ccc(C#N)cc2)C1 (stereo not given)	-1	-22	4	.	10
12	C#CCN(CC=C)C(=O)c1cccc(OC2CCN(S(C)(=O)=O)CC2)c1	-1	-7	3	-0.2	4

entry	M4 ag	CHRM4 PAM	CHRM4 antagonist	CHRM5 antagonist
1	1	4	-5	-3
2	1	0	-3	-4
3	7	-12	1	2
4	0	11	-8	-2
5	1	-2	1	1
6	1	24	2	-3
7	4	4	-3	-3
8	16	-9	5	16
9	2	0	5	-3
10	1	13	-4	-4
11	1	6	-11	-4
12	1	3	-9	-2

Other compounds:
entry	smiles	CHRM5 agonist	M1 antag	M5 PAM	CRFR2-BP ag	M1 PAM
13	O=C(c1ccc2nc[nH]c2c1)N1CCN(c2cccc(Cl)c2)CC1	-1	2	2	-0.6	-2
14	COc1ccccc1N1C(=O)C(=O)N(C)C1=O	0	-1	-1	0.0	2
15	O=C(Nc1ccccc1)c1cccc2c(Br)cccc12	-10	6	-1	0.1	-3
16	COc1ccc(C2C(C(=O)N3CCN(c4ccccc4F)CC3)c3ccccc3C(=O)N2C)cc1 (stereo not given)	2	7	-9	-0.5	-4
17	Cn1c(SCc2ccc(Br)cc2)nnc1-c1ccccn1	-4	-11	1	0.2	7
18	CCOC(=O)c1c(C)[nH]c(C)c1S(=O)(=O)N(C)CC(=O)N1CCN(c2ccc(OC)cc2)CC1	2	-17	-1	-0.7	6
19	COC(=O)COc1c(Cl)cc(C(c2c(C)[nH][nH]c2=O)c2c(C)[nH][nH]c2=O)cc1OC	-5	-15	-2	-1.3	12
20	CCOC(=O)C1(CC2CCCCO2)CCN(C(=O)Nc2cccc(SC)c2)CC1 (stereo not given)	1	8	-7	0.7	-2
21	COc1ccc(C(=O)Oc2coc(CSc3nnc(NC(=O)c4cccs4)s3)cc2=O)cc1	-1	2	3	-3.0	7
22	NC(=O)/C(=C\c1ccc([N+](=O)[O-])o1)c1ccco1	1	-23	-3	.	1
23	CC1=NN(Cc2ccccc2)C(=O)C1C(c1ccccc1)C(C#N)C#N (stereo not given)	-6	3	-7	-4.1	0
24	COc1ccc(CCNC(=O)c2ccc3c(c2)N(Cc2ccc(F)cc2)CCS3)c(OC)c1	-5	-4	-7	2.4	-2

entry	M4 ag	CHRM4 PAM	CHRM4 antagonist	CHRM5 antagonist
13	7	-5	3	-4
14	0	-13	0	7
15	0	-6	6	18
16	12	-6	3	14
17	0	-2	-4	14
18	0	0	6	8
19	0	-5	1	6
20	2	-9	10	-2
21	2	5	-5	1
22	1	-3	2	0
23	1	0	13	5
24	1	-2	-10	0

The list goes on:
entry	smiles	CHRM5 agonist	M1 antag	M5 PAM	CRFR2-BP ag	M1 PAM
25	C/C(CC(=O)NCCCN1CCOCC1)=N\NC(=O)COc1ccc(C)cc1	-2	-2	4	-1.0	4
26	Cn1ncc(Cl)c1C(=O)N1CCN(S(=O)(=O)c2ccc(Cl)s2)CC1	-3	-10	-6	0.8	10
27	CCCN1CCN(C(=O)c2ccc(CS(=O)c3ccc(Br)cc3)o2)CC1 (stereo not given)	-1	6	0	-1.9	-3
28	Nc1cc2ccccc2oc1=O	2	-8	-1	0.2	7
29	O=C(Nc1cccc(F)c1)C1CCCCC1	-6	5	11	-2.4	1
30	O=C(C1CCC1)N1CCc2cc(S(=O)(=O)N3CCCCC3)ccc21	-8	-4	8	0.7	9
31	CC1(C)OC2COC(c3[nH]nc4c(=O)[nH]c(=O)[nH]c34)C2O1 (stereo not given)	1	-6	4	0.1	4
32	O=C(NCCc1ccccc1)C1CC(c2ccccc2O)=NO1 (stereo not given)	3	-3	1	-0.4	8
33	Cc1cccc(-c2nnc(SCc3nc4ccccc4[nH]3)n2Cc2ccco2)c1	-1	2	-9	-2.2	-2
34	CCSc1nc(N)nc2c1ncn2C1OC(CO)C(O)C1O (stereo not given)	2	-17	2	-1.4	16
35	CC1CCCC(C)N1CCCNC(=O)C1CCCN(S(=O)(=O)N2CCCCC2)C1 (stereo not given)	-1	4	-1	1.6	21
36	O=C(NCc1ccccc1Cl)C1CCCN1S(=O)(=O)c1ccc(F)cc1 (stereo not given)	-3	-18	8	-1.4	10

entry	M4 ag	CHRM4 PAM	CHRM4 antagonist	CHRM5 antagonist
25	0	-3	6	-7
26	3	1	-7	4
27	0	1	3	11
28	2	16	3	-4
29	3	17	-24	-3
30	-1	7	0	1
31	1	2	-9	1
32	2	7	-1	-9
33	3	-7	2	6
34	1	10	-10	14
35	0	0	3	10
36	1	-4	0	1

Next section:
entry	smiles	CHRM5 agonist	M1 antag	M5 PAM	CRFR2-BP ag	M1 PAM
37	CC(=C/c1ccccc1)/C=N/n1c(-c2ccco2)n[nH]c1=S	0	-3	-5	0.9	5
38	COc1cccc(N2CC(NS(=O)(=O)c3ccc(Cl)cc3)CC2=O)c1 (stereo not given)	6	-4	-2	-1.6	3
39	O=C(CC1C(=O)NCCN1CCCc1ccccc1)NCCc1ccccc1F (stereo not given)	-4	-1	1	-0.9	2
40	O=C(Nc1ccc(Cl)cc1)/C(=C/c1cccc(O)c1)c1nc2ccccc2s1	-1	3	-2	2.2	-1
41	O=Cc1ccc([B-](F)(F)F)s1	2	-7	-4	-0.7	2
42	COCCN(Cc1ccccc1)C(=S)Nc1ccc(OC(F)F)cc1	-6	-2	-6	0.1	-1
43	NC1=NN=C(N2N=C(c3ccc(Br)cc3)CC2(O)C(F)(F)F)n2ncnc2C1 (stereo not given)	-6	-4	7	-2.6	6
44	COc1cc(/C=N\NC(=O)c2ccc(-c3ccccc3)cc2)cc(Br)c1O	-5	-7	4	-1.4	10
45	COc1ccc(C(CNC(=O)c2cc(S(=O)(=O)Nc3cccc(C)c3)ccc2C)N2CCCC2)cc1 (stereo not given)	-4	-15	-4	3.6	10
46	COc1cc(OC)cc(C(=O)N[C@@H](CCSC)c2nc3ccccc3[nH]2)c1	-1	11	1	-0.1	-1
47	COc1cccc(CN(C(=O)/C=C/c2ccc(Cl)cc2)C2CCS(=O)(=O)C2)c1 (stereo not given)	-1	1	-2	1.2	1
48	COc1cc(/C=C2/NC(=O)N(Cc3ccccc3F)C2=O)cc(OC)c1OC	4	-15	5	0.2	14

entry	M4 ag	CHRM4 PAM	CHRM4 antagonist	CHRM5 antagonist
37	-2	1	12	4
38	6	1	1	4
39	0	0	1	0
40	1	3	6	11
41	0	1	-9	-9
42	0	3	-13	4
43	0	2	-4	3
44	2	5	1	1
45	9	0	-11	0
46	2	-5	-2	10
47	1	-6	6	11
48	2	8	-3	-1
